NCF1 inh – p47phox (human) inhibition | P14598 | p47phox/p22phox peptide binding, fluorescence polarization, 2 h | inhibition, % at 24.7 µM | 0.53% of 220,000 active | AID 1274;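 active means inhibition above about 30%, limit read from the data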;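 further: 0% = p47phox with labelled peptide and 100% = labelled peptide alone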
L929 necroptosis – blocks zVAD induced death of L929 cells; 0.38% of 220,000 active; viability rescue, % at 10 µM; L929 zVAD necroptosis rescue, ATP luminescence, 24 h; with zVAD 60 µM; AID 1377;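 active means activation, scaled between plate controls, above about 75%, limit read from the data; inactive means activation under that limit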;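 further: 0% = zVAD with DMSO and 100% = DMSO alone without zVAD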
14-3-3 Bad PPI – disrupts binding of bovine 14-3-3 zeta to phospho-Bad peptide | 0.71% of 220,000 active | P63103 | inhibition, % at 21.7 µM | TR-FRET 14-3-3zeta/Dy647-pBad peptide displacement, 1 h;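 active means inhibition above about 70%, limit read from the data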;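 further: 0% = full 14-3-3 plus peptide FRET controls and 100% = background without 14-3-3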
Runt-SMMHC FRET – Runt domain-CBFb-SMMHC interaction inhibition. 0.74% of 220,000 active. inhibition, % at 20 µM. Cerulean-Runt/Venus-CBFb-SMMHC FRET ratio 530/480, 1 h. Q01196+Q13951;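 active means mean inhibition across duplicate retests at 20 µM reaching about 50%, limit read from the data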;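 further: 0% = DMSO wells and 100% = wells with excess untagged CBFb-SMMHC; inhibitors lower the FRET ratio by blocking Runt binding to CBFb-SMMHC; some results filed as inactive read as strong as hits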
EBV gp42 block – blocks Epstein-Barr virus glycoprotein 42 binding; Fluorescence polarization binding assay, mP read-out; inhibition, % (tested at 21.74 µM); 0.42% of 220,000 active; in the data active means inhibition above about 50%
Tb hexokinase – T. brucei hexokinase 1 inhibition. recombinant TbHK1, G6PDH-coupled NADH A340. inhibition, % at 10 µM. 0.11% of 220,000 active. AID 1430;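 active means inhibition of 50% or more in the single-dose primary screen; inactive means inhibition below 50%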
Hck-Nef inh – human Hck-Nef kinase inhibition; Recombinant Hck-YEEI plus Nef, Z-Lyte FRET kinase assay; inhibition, % at 20 µM; 0.68% of 220,000 active; AID 463187;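 active means Hck-Nef kinase inhibition above about 50%, limit read from the data; inactive means inhibition below that limit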;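 further: 0% = DMSO with Hck plus Nef and 100% = Hck alone without Nef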
Target sequence (P08631 whole entry, looked up): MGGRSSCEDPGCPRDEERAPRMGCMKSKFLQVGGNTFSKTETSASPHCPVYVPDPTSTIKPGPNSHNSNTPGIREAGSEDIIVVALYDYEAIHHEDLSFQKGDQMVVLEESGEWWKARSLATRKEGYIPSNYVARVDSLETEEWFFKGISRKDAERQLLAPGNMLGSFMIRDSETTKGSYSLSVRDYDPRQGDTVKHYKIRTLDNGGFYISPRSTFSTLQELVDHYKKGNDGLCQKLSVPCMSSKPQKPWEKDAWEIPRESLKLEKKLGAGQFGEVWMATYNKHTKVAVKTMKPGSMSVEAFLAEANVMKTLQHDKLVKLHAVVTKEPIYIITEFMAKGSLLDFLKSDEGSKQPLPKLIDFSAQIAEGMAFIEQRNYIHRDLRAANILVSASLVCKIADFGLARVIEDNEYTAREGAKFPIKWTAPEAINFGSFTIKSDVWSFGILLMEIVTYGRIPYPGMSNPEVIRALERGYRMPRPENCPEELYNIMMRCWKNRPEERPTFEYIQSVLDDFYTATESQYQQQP
MDM2 E3 inh – inhibitors of human Mdm2 E3 ubiquitin ligase | signal enhancement, % at 5 µM | 0.11% of 210,000 active | Q00987 | cell-based MDM2 ubiquitination luciferase reporter, 2 h; 0 = plate control, 100 = twice control, blank-subtracted | AID 1230;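 active means signal enhancement of 30% or more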;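 further: luminescence tracks abundance of the self-degrading MDM2-luciferase fusion protein; higher signal means inhibition of MDM2 E3 ligase activity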
Target sequence (Q00987 whole entry, looked up, the tested form may be a part): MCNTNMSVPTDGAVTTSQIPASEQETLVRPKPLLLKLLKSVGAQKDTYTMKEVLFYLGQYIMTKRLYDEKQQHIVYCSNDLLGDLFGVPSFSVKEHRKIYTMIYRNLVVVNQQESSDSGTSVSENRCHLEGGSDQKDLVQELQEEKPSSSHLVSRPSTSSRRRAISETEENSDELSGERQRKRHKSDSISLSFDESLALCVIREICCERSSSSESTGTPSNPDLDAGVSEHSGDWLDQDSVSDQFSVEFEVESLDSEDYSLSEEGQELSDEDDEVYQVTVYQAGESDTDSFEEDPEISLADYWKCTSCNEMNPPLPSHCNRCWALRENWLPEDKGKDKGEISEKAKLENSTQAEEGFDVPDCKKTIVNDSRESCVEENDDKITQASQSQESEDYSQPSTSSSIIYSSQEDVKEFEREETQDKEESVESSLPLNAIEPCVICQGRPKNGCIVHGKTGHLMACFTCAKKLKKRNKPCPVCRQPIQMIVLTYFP
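Test system: stable mammalian line carrying autodegrading MDM2–luciferase fusion reporter; quantity: 2000 cells in each well; times: 4 h cell settling then 2 h compound exposure, 37 °C; detection: luminescence with SteadyLite reagent, 15 min at room temperature; evaluation: percent signal gain over controls, blank-subtracted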
Runt-CBFb FRET – Runt domain-CBFb interaction inhibition; Cerulean-Runt/Venus-CBFb FRET ratio 530/480, 1 h; inhibition, % at 20 µM; 0.46% of 220,000 active; Q01196+Q13951;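 active means inhibition over about 50% at 20 µM in the single-dose screen, limit read from the data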;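 further: 0% = DMSO wells and 100% = excess unlabeled CBFb competitor control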
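Assay system: Cerulean-Runt domain fusion protein, energy donor; Signal: fluorescence energy transfer, 422 nm excitation, 530/480 nm emission; Timing: 1 h compound exposure, room temperature; Control set: unlabeled CBFb; Medium: Tris buffer pH 7.5 with salts and BSA; Compound: single test concentration of 20 µM, 1% DMSO final; Probe or stimulus: Venus-CBFb 100 nM.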
Active calls of the source: *; . = not tested or not shown; [ ] = another dose, or the depositor's remark.

#1 COc1ccc(C(CNC(=O)c2cccc(N(C)C)c2)N2CCCC2)cc1 (configuration not stated)
#2 N/C(=N\OC(=O)c1ccc(=O)n(Cc2ccc(Cl)cc2)c1)c1ccccn1
#3 O=c1[nH]c(CN2CCN(S(=O)(=O)c3ccc4ccccc4c3)CC2)nc2ccccc12
#4 O=C1C2C3CCCC3=C3CCCC3C2C(=O)N1c1ccc(F)cc1 (configuration not stated)
#5 Nc1c(Cl)cc2c(c1Oc1ccccc1)C(=O)c1ccccc1C2=O
#6 NC(=O)C1CCN(CC(=O)Nc2ccccn2)CC1
Assay by compound,1,2,3,4,5,6
NCF1 inh,-6,-9,-10,-2,-24,-10
L929 necroptosis,-0.1,-0.3,0.7,0.3,0.4,0.3
14-3-3 Bad PPI,-13[fluorescence artefact?],-11,-4,1,17[fluorescence artefact?],-4[fluorescence artefact?]
Runt-SMMHC FRET,4,-1,-12,-2,-6,-2
EBV gp42 block,-5,10,-14,5,-27,-6
Tb hexokinase,4,-5,0,4,0,0
Hck-Nef inh,2,15,16,2,3,-2
MDM2 E3 inh,-29,-3,-6,-18,-22,2
Runt-CBFb FRET,-1,0,0,-1,1,2

#7 CCN(CC)C(=O)CSc1ncccc1-c1nc2ccccc2[nH]1
#8 O=C(Nc1nnc(-c2ccccc2)o1)c1nc2ccccc2s1
#9 CC1CCN(C(=O)CSc2nc3ccccc3c(=O)[nH]2)CC1
#10 O=C(NC(NCc1ccccn1)(C(F)(F)F)C(F)(F)F)c1ccco1
#11 COc1ccc(OCCCC(=O)NCCc2nc3ccccc3[nH]2)cc1
#12 CCCCc1sc(-c2c(C#N)c(N)nc3c2CCCCC3)cc1[N+](=O)[O-]
Assay by compound,7,8,9,10,11,12
NCF1 inh,-7,-28,-3,1,-13,-12
L929 necroptosis,7.1,-0.9,11,-0.1,0.3,-0.2
14-3-3 Bad PPI,-8,-9,-5,35[fluorescence artefact?],-11,1
Runt-SMMHC FRET,0,2,-5,-2,0,2
EBV gp42 block,-14,-15,-10,3,-28,5
Tb hexokinase,-6,-5,-1,-1,0,5
Hck-Nef inh,11,30,20,-1,20,0
MDM2 E3 inh,-7,-8,5,-14,0,-6
Runt-CBFb FRET,-1,-5,1,4,-2,-2

#13 Cc1cc(C(=O)NNc2cc(Cl)ccc2Cl)no1
#14 COc1ccc2cc(S(=O)(=O)NCCCN3CCOCC3)ccc2c1
#15 O=C(O)CCC(=O)N1CCN(c2nc(-c3ccccc3Cl)c3cc(Br)ccc3n2)CC1
#16 CCCc1c(O)nc(SCC(=O)NCCc2ccc(OC)c(OC)c2)[nH]c1=O
#17 Cc1cc(=O)[nH]c(N/N=C/c2c[nH]c3ccccc23)n1
#18 COC(=O)COc1cccc(NS(=O)(=O)c2cccc([N+](=O)[O-])c2)c1
Assay by compound,13,14,15,16,17,18
NCF1 inh,-6,-45,-6,-12,-13,11
L929 necroptosis,0.6,-0.4,0.0,0.1,2.2,-0.3
14-3-3 Bad PPI,-9,0,2,-16,-5,-3
Runt-SMMHC FRET,-2,1,85*,-3,0,4
EBV gp42 block,7,-2,-12,-5,-8,9
Tb hexokinase,-8,-9,-1,-7,-58,-2
Hck-Nef inh,1,9,6,1,11,7
MDM2 E3 inh,-3,-1,-9,-17,-12,-1
Runt-CBFb FRET,-1,1,36,-2,1,0

#19 CC(=O)Nc1nnc(SCC(=O)Nc2ccc(N3CCOCC3)c(Cl)c2)s1
#20 CC1=CC(C)(C)N(C(=O)CCl)c2ccccc21
#21 COc1ccc(NC(=O)C2CCCCN2N)cc1OCC(C)C (configuration not stated)
#22 Cc1cc(C)c(NC(=O)NC2CCCCC2)c(C)c1
#23 C=CCC1c2cccc(C(=O)O)c2C(=O)N1c1cccc(OC)c1 (configuration not stated)
#24 Cc1cc(C)nc(SCCC(=O)Nc2cccc3ccccc23)n1
Assay by compound,19,20,21,22,23,24
NCF1 inh,3,-2,-7,-3,6,2
L929 necroptosis,0.3,0.1,-0.3,.,0.8,0.4
14-3-3 Bad PPI,-2,-1,13,1,-2,-6
Runt-SMMHC FRET,0,-2,4,2,3,0
EBV gp42 block,-45,9,-20,-5,3,-13
Tb hexokinase,4,-2,-2,-4,-8,-3
Hck-Nef inh,20,0,-1,1,15,0
MDM2 E3 inh,.,-11,-20,-3,4,-17
Runt-CBFb FRET,-4,0,2,0,2,1

#25 CCN(CC)CC(=O)Nc1cc(N(C)C)nc2ccccc12
#26 CC1CCCCC12NC(=O)N(CC(=O)NC1CCCc3ccccc31)C2=O (configuration not stated)
#27 Cc1nc2ccccn2c1C(=O)N=Nc1c(O)[nH]c2ccccc12
#28 O=C(NCCN1CCN(C(=O)c2cccs2)CC1)C(=O)Nc1ccc(Br)cc1
#29 CC(C)CCNC(=O)c1onc(CSc2ccc(F)c(F)c2)c1C(=O)NCCC(C)C
#30 CC(C)CCNC(=O)CN(C(=O)CCC(=O)Nc1ccccn1)c1ccc2c(c1)OCO2
Assay by compound,25,26,27,28,29,30
NCF1 inh,-2,-1,-11,-24,1,-1
L929 necroptosis,0.5,1.4,0.6,-0.1,0.6,-0.4
14-3-3 Bad PPI,58,6,-6[fluorescence artefact?],.,-1,-13
Runt-SMMHC FRET,-4,2,1,0,-4,2
EBV gp42 block,-14,4,-8,-24,-13,-6
Tb hexokinase,-7,0,-33,1,4,1
Hck-Nef inh,12,2,1,-10,21,0
MDM2 E3 inh,-14,-4,-17,-8,0,-13
Runt-CBFb FRET,2,1,-2,-2,-2,0

#31 Cc1c(C(=O)OCCOc2ccc(Br)cc2)sc(=S)n1C
#32 COc1cccc(NC(=O)OCCN2CCN(Cc3ccccc3)CCC2=O)c1
#33 Cc1ccc(NC(=O)Cn2nnc(C(=O)NCc3cccs3)c2N)cc1
#34 C=CCNC(=O)Nc1ccc(Cl)cn1
#35 O=C(COc1cccc2c1CCN(Cc1ccc(Cl)cc1)C2=O)N1CCOCC1
#36 O=C(NCCN1CCOCC1)c1cn(-c2ccccc2)nc1-c1cccs1
Assay by compound,31,32,33,34,35,36
NCF1 inh,-10,-9,-5,-6,-2,-5
L929 necroptosis,-0.3,3.0,-0.1,.,0.6,-0.2
14-3-3 Bad PPI,0,-3[fluorescence artefact?],-8,5,-12,17
Runt-SMMHC FRET,-8,-2,2,0,0,4
EBV gp42 block,-2,-6,0,-2,12,3
Tb hexokinase,4,0,2,6,-1,-2
Hck-Nef inh,21,-4,0,-19,23,2
MDM2 E3 inh,-15,.,.,-13,-25,-16
Runt-CBFb FRET,-2,-3,1,0,-1,2

#37 CN(C)CCOc1ccc2c(c1)Sc1ccccc1CC2=O
#38 NC(N)=NC1=NC(=O)/C(=C/c2ccccc2-n2cccn2)S1
#39 CCc1ccc(CNCc2cccnc2)cc1
#40 CCc1ccc2[nH]c(=O)c(CN(Cc3ccco3)C(=S)NCC3CCCO3)cc2c1 (configuration not stated)
#41 O=C(COC(=O)Cc1ccc(S(=O)(=O)N2CCCCC2)s1)Nc1ccc2c(c1)OCO2
#42 O=C1Nc2ncccc2OC1CCO (configuration not stated)
Assay by compound,37,38,39,40,41,42
NCF1 inh,-5,-10,-3,-14,-34,-8
L929 necroptosis,0.5,0.8,-0.3,2.2,0.1,-0.7
14-3-3 Bad PPI,5[fluorescence artefact?],-20,-5,-13,-3,4
Runt-SMMHC FRET,15,-1,1,-1,-3,-1
EBV gp42 block,5,-1,-8,-15,-4,-13
Tb hexokinase,-28,-36,2,-9,8,-3
Hck-Nef inh,6,27,0,21,3,1
MDM2 E3 inh,1,-26,-10,-12,-6,10
Runt-CBFb FRET,9,2,2,11,-2,1

From compound 36 as far as 39, copied from above:
#36 O=C(NCCN1CCOCC1)c1cn(-c2ccccc2)nc1-c1cccs1
#37 CN(C)CCOc1ccc2c(c1)Sc1ccccc1CC2=O
#38 NC(N)=NC1=NC(=O)/C(=C/c2ccccc2-n2cccn2)S1
#39 CCc1ccc(CNCc2cccnc2)cc1
Assay by compound,36,37,38,39
NCF1 inh,-5,-5,-10,-3
L929 necroptosis,-0.2,0.5,0.8,-0.3
14-3-3 Bad PPI,17,5[fluorescence artefact?],-20,-5
Runt-SMMHC FRET,4,15,-1,1
EBV gp42 block,3,5,-1,-8
Tb hexokinase,-2,-28,-36,2
Hck-Nef inh,2,6,27,0
MDM2 E3 inh,-16,1,-26,-10
Runt-CBFb FRET,2,9,2,2

Further compounds follow:
#43 CCOc1ccccc1N(C(=O)Cn1nnnc1-c1ccc(C)o1)C(CC)C(=O)NC(C)(C)C (configuration not stated)
#44 Cc1nnc2n(-c3ccccc3)c(=O)c3c4c(sc3n12)CCCC4
#45 CCCCNC(=O)N(C)c1nncnc1C(=O)NC
#46 Cc1cccc(NC(=O)c2ccc([N+](=O)[O-])o2)c1
#47 Fc1ccc(CSc2ncnc3c2oc2ccccc23)cc1
#48 COc1ccc(C)cc1NC(=O)CCS(=O)(=O)c1cccc2nonc12
Assay by compound,43,44,45,46,47,48
NCF1 inh,-10,3,2,3,-2,4
L929 necroptosis,-0.2,.,4.0,23,1.6,-0.1
14-3-3 Bad PPI,5,4,3,0,-23[fluorescence artefact?],-1
Runt-SMMHC FRET,1,4,1,-1,-10,1
EBV gp42 block,-20,-1,-3,-2,9,-16
Tb hexokinase,-14,2,-2,-26,30,-4
Hck-Nef inh,8,-7,-1,23,3,0
MDM2 E3 inh,-4,-14,-4,.,-4,-6
Runt-CBFb FRET,-3,-2,0,0,-6,1

Three records drawn at random from those above, as already listed:
#45 CCCCNC(=O)N(C)c1nncnc1C(=O)NC
#43 CCOc1ccccc1N(C(=O)Cn1nnnc1-c1ccc(C)o1)C(CC)C(=O)NC(C)(C)C (configuration not stated)
#47 Fc1ccc(CSc2ncnc3c2oc2ccccc23)cc1
Assay by compound,45,43,47
NCF1 inh,2,-10,-2
L929 necroptosis,4.0,-0.2,1.6
14-3-3 Bad PPI,3,5,-23[fluorescence artefact?]
Runt-SMMHC FRET,1,1,-10
EBV gp42 block,-3,-20,9
Tb hexokinase,-2,-14,30
Hck-Nef inh,-1,8,3
MDM2 E3 inh,-4,-4,-4
Runt-CBFb FRET,0,-3,-6

Additional entries follow:
#49 CCOc1cc(/C=C2/C(=O)ON=C2C)ccc1OCc1ccccc1F
#50 CCCCOc1ccccc1C1C(C(N)=O)=C(C)Nc2nnnn21 (configuration not stated)
#51 CCCCCC(=O)NNC(=O)c1c(O)c2ccccc2n(CC)c1=O
#52 O=C(NCCc1ccccc1)c1ccco1
#53 O=C1c2nc3cc(-c4ccco4)[nH]n3c(=O)c2CN1C1CCCCC1
Assay by compound,49,50,51,52,53
NCF1 inh,-8,-2,6,-3,-17
L929 necroptosis,0.1,-0.9,3.8,0.0,1.4
14-3-3 Bad PPI,-16,5,-21,2,-15
Runt-SMMHC FRET,-1,2,4,-8,6
EBV gp42 block,40,-11,-28,-1,6
Tb hexokinase,11,2,-6,2,-19
Hck-Nef inh,3,9,21,6,15
MDM2 E3 inh,-10,-12,-4,17,-17
Runt-CBFb FRET,-4,0,-1,0,24

Screens from PubChem BioAssay.
